Scp-1 inhibitor = blocks human Scp-1 phosphatase activity; Q9GZU7; Recombinant Scp1, phosphopeptide, malachite green phosphate absorbance; inhibition, % at 20 µM; 340,000 tested, 0.88% active;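 active = inhibition above about 50% at 20 µM, limit read from the data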;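 note: plate controls were DMSO wells with enzyme for no effect and wells lacking enzyme for full effect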
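Test system: SCP-1 phosphatase catalytic domain, residues 76-261; measured by: colorimetric phosphate reagent with accelerator and stabiliser, absorbance at 630 nm; timing: enzyme reaction 45 min at room temperature, colour 5 min, stabilisation 30 min; also added: Phosphorylated 17-residue peptide substrate; compound dosing: one concentration, 20 µM, with 1.0% DMSO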
STEP block = blocks human striatal-enriched tyrosine phosphatase | 360,000 tested, 0.25% active | P54829 | recombinant STEP, OMFP fluorogenic substrate, fluorescence | inhibition, % at 20 µM;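 active = inhibition at 20 µM, scaled per plate between control wells, above about 37%, limit read from the data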;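 note: 0% = DMSO with enzyme and substrate and 100% = substrate only without enzyme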
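Assay system: isolated STEP enzyme / Timing: 20 min at room temperature, dark / Doses: 20 µM, 1% DMSO / Technique: fluorescence intensity, excitation 480 nm, emission 540 nm / Reagent: fluorogenic phosphatase substrate OMFP at 25 µM final / Measure: percent inhibition scaled to no-enzyme and uninhibited-enzyme controls, plate-pattern corrected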
LMPTP inh = LMPTP (human) inhibition. P24666. recombinant LMPTP-A, OMFP fluorogenic substrate, fluorescence intensity. inhibition, % at 20 µM. 360,000 tested, 0.22% active;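 active = compounds that cut the enzyme signal by at least half of the control window in the single-dose screen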;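 note: plate controls were DMSO wells with enzyme plus substrate for no effect and substrate without enzyme for full effect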
Target sequence (P24666 whole entry, looked up): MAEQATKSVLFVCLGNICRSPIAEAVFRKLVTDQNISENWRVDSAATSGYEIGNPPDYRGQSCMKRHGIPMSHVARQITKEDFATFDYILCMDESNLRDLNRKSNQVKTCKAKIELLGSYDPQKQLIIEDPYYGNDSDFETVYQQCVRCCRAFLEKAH
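Assay system: LMPTP-A enzyme. Input: 0.625 nM LMPTP-A final. Probe or stimulus: 400 µM OMFP. Compound dosing: single 20 µM dose. Schedule: 50 min dark incubation at room temperature. Detection: fluorescence intensity of OMFP turnover product. Read-out: percent inhibition versus substrate-only and uninhibited controls. Benchmarks: no-enzyme low control, uninhibited high control.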
SUMO1 PPI mod = SUMO1-SIM interaction modulation; P63165; SUMO1 binding to a labelled peptide, TR-FRET, 1 h; inhibition, % at 20 µM; 360,000 tested, 0.33% active; AID 602429; in the data active = inhibition above about 37%
SKN-1 inh = blocks SKN-1 activity in C. elegans; C. elegans VP596 Pgst-4::GFP/RFP ratio, acrylamide-induced, 24 h; inhibition, % at 21.8 µM; 360,000 tested, 0.49% active;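 active = interference check ratio from 0.5 to 1.5 plus GFP to RFP signal ratio inhibition reaching or exceeding a fixed threshold, cut at about 30% in these data, passing the limit was not always enough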; note: some compounds called inactive have numbers as strong as hits
NadD inh = blocks S. aureus nicotinate mononucleotide adenylyltransferase; purified NadD enzyme, colorimetric absorbance read-out; inhibition, % at 20 µM; 360,000 tested, 0.78% active; in the data active = inhibition above about 26%; note: some compounds past the cut are filed as inactive
DNMT1 inh = inhibitors of human DNMT1; inhibition (reported as % activation of signal), % at 10 µM; 360,000 tested, 0.83% active; AID 588458; P26358; DNMT1 molecular beacon, Hinp1I cleavage, fluorescence; in the data active = inhibition above about 50%
Rpn11 block = blocks the human proteasome subunit Rpn11; O00487; human 26S proteasome, Ub4-pepOG fluorescence polarization; 20S core pre-blocked with epoxomicin; calls only at 20 µM; 360,000 tested, 0.59% active; AID 588493;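 active = inhibition at 20 µM, scaled to each plate's controls, above about 33%, limit read from the data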
MT1-MMP act inh = blocks activation of human MT1-MMP | 360,000 tested, 0.061% active | HT1080 RFP-PRO-GFP cells, GFP/RFP ratio fluorescence, overnight; percent of plate control window, DMSO zero | AID 651647 | GFP/RFP ratio change, % at 20 µM;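 active = GFP/RFP ratio change of at least 30% with cell ATP level not reduced by more than half and red fluorescence within 50% of control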; note: strong numbers were not always called active
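Assay system: RFP-PRO-GFP reporter HT1080 cells; read-out basis: GFP/RFP fluorescence ratio; benchmarks: DMSO wells and RFP-L50D-GFP cells; doses: 20 µM single dose, 1% DMSO; schedule: overnight cell settling, then overnight compound exposure, 37 °C, 5% CO2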
CendR NRP1 mod = NRP-1/CendR interaction modulation | FAM-RPARPAR peptide binding to NRP-1, fluorescence polarization | inhibition, % at 25 µM | 360,000 tested, 0.85% active;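 active = inhibition or corrected inhibition above about 18%, plus a signal ratio from 0.5 to 1.5, limit read from the data, passing the limit was not always enough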; note: strong numbers were not always called active
Target sequence (O14786 whole entry, looked up): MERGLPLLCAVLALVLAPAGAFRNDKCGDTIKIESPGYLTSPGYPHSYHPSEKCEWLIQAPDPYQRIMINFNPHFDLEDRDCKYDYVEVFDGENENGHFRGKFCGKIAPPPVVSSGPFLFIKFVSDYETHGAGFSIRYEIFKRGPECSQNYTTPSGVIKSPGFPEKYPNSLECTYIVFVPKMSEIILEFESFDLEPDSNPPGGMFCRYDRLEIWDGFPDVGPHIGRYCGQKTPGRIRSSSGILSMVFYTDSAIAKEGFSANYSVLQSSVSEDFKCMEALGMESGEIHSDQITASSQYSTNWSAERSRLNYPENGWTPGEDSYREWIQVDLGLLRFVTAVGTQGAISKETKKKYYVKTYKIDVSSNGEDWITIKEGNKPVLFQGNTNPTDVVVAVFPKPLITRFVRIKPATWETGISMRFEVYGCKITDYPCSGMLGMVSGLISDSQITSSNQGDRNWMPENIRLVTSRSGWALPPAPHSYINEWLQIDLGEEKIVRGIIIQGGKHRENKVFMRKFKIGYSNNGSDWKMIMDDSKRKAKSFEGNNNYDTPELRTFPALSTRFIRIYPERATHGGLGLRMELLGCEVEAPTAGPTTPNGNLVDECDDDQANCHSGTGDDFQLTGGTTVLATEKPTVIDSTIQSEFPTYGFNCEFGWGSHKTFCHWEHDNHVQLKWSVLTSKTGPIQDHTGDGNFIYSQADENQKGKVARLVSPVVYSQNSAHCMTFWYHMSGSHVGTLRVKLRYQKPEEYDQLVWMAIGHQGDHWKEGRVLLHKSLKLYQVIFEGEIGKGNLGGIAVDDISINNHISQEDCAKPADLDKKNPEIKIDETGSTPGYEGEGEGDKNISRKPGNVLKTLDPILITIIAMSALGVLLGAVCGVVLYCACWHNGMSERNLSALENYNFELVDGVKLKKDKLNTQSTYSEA
Active calls of the source: *; i = inactive; . = no result given.

SMILES	Scp-1 inhibitor	STEP block	LMPTP inh	SUMO1 PPI mod	SKN-1 inh	NadD inh	DNMT1 inh	Rpn11 block	MT1-MMP act inh	CendR NRP1 mod
CN(c1ccc(OCC(=O)N2CCOCC2)cc1)S(=O)(=O)c1ccc(Cl)cc1	-2	0	2.5	5	-9	-2	1	i	6	3
O=C(/C=C/c1ccco1)NC(=S)Nc1cccc(-c2nc3ccccc3s2)c1	-14	-1	5.3	23	3	62*	32	i	-14	-48
CCN1CCN(CCCNC(=O)c2cc3c(=O)[nH]c4ccccc4c3s2)CC1	-5	2	1.4	-9	3	0	-1	i	13	4
COc1cc(CCNc2ccc3nnc(-c4ccccc4)n3n2)cc(OC)c1OC	3	-1	-0.2	17	3	0	0	i	0	-8
CC1(C)CCC(=O)c2ccccc21	-1	-4	-0.6	3	4	-1	1	i	-4	-2
CS(=O)(=O)c1ccc(Cl)c(NC(=O)COC(=O)c2ncc(Cl)c(Cl)c2Cl)c1	-6	0	-1.1	-4	4	-2	3	i	4	1
C=CCn1c(SCc2nc3ccccc3[nH]2)nnc1-c1cccc(OC)c1	-4	-1	-0.2	2	6	-2	5	i	-10	-2
Cc1ccc(CNS(=O)(=O)c2ccc(C(C)(C)C)cc2)n1C	-3	-3	-0.8	-2	6	10	-13	i	-4	-18
CC(=O)OC(C)(C)C1Cc2cc3ccc(=O)oc3cc2O1 (stereo not drawn)	22	-2	-2.2	-4	-5	13	3	i	3	8
CC(C)(C)OC(=O)NNC(=S)NCc1ccc(Cl)cc1	10	0	1.5	-4	11	-1	-3	i	4	4
Cn1c(=O)[nH]c(=O)c2c1nc(Br)n2Cc1ccccc1Cl	-14	-1	-1.0	-2	28	5	-3	i	4	2
Cc1[nH]c(=O)[nH]c(=O)c1S(=O)(=O)N1CCCC(C(=O)NCc2ccc3c(c2)OCO3)C1 (stereo not drawn)	-7	-2	-0.7	-1	9	-2	3	i	2	-64
c1ccc(C(Nc2cccnc2)c2ccccc2)cc1	-3	2	1.6	-2	-4	5	0	i	-1	-11
C=CCN(C(=O)CCC(=O)O)C1CC(=O)N(c2ccc(OCCC)cc2)C1=O (stereo not drawn)	-12	1	-1.7	1	-9	-1	-4	i	4	-5
CC1=C(C(=O)N(C)C)CC(CC(=O)NCC2CCCCC2)C(=O)N1CCCN1CCCC1=O (stereo not drawn)	.	0	-0.5	-1	-9	0	2	i	-3	-10
CCN(Cc1ccncc1)C(=O)C1CCC(=O)N(Cc2ccc(Cl)cc2)C1 (stereo not drawn)	-6	-1	-0.4	2	9	3	13	i	-3	-2
Cc1c(O)ccc2c3c(c(=O)oc12)CCC(C)C3 (stereo not drawn)	-7	0	-1.8	4	0	-5	-4	i	-8	4
CCN(CC)CCN1C(=O)C2C(C(=O)Nc3ccc(Br)cc3)C3C=CC2(O3)C1C(=O)NC1CCCCC1 (stereo not drawn)	-4	-1	-2.2	2	-2	-6	3	i	-2	10
CCOc1ccc(C)cc1S(=O)(=O)n1ccnc1	-10	-1	-0.5	-1	1	2	-1	i	0	10
CNC(=O)c1ccc(NC(=O)C2CCN(c3ncnc4sc(C)c(C)c34)CC2)cc1	-5	-2	1.0	4	4	8	-2	i	-14	10
Cc1cc(C)c2nc(-c3ccccn3)cc(C(=O)Nc3ccc(S(=O)(=O)Nc4cc(C)on4)cc3)c2c1	7	4	3.3	6	4	61*	34	i	4	-27
O=C(Nc1c(Cl)cc(Cl)cc1-c1nc2ccccc2s1)c1ccc(Br)o1	-17	5	2.5	-2	-4	12	-4	i	-7	3
O=C(NCCSc1c(-c2ccccc2)[nH]c2ccccc12)c1cc2ccccc2oc1=O	-17	-4	2.2	-2	-14	8	-18	i	7	12
COc1cccc(C2SCC(=O)N2c2ccc(C)cc2)c1OC (stereo not drawn)	-5	1	-0.3	1	10	-3	1	i	-7	-12
Cc1ccc(N2CCN(C(=O)c3ccccc3NC(=O)C3CC=CCC3C(=O)O)CC2)cc1 (stereo not drawn)	-2	-3	-0.1	1	14	6	0	i	-5	-8
Cc1cn([C@H]2C[C@H](O)[C@@H](CCC(=O)NCCCn3ccnc3)O2)c(=O)[nH]c1=O	1	-2	-2.0	-1	-12	-4	1	i	4	31*
COc1ccc(-c2cc(-c3ccc(OC)c(OC)c3)n[nH]2)c(O)c1	-11	-2	4.7	12	-3	1	-22	i	7	8
CC1CCC(NC(=O)N(CCCl)N=O)CC1 (stereo not drawn)	-9	2	-0.7	-1	-2	-4	0	i	1	9
O=C(NCCC1=CCCCC1)C1CCN(S(=O)(=O)N2CCOCC2)CC1	0	-2	-2.9	2	-20	-3	-2	i	-2	-2
Cc1c(C=O)c2ccccc2n1CC(=O)NCc1ccccc1	-7	0	0.0	-1	-6	-3	0	i	-3	6
CCOC(=O)Cc1csc(NC(=O)c2cc(=O)c3ccccc3o2)n1	0	0	1.4	-9	-15	-1	14	i	5	16
COc1ccc(C(=O)N/N=C/c2ccc(OC(=O)c3ccccc3)cc2)cc1	1	1	-1.1	2	8	4	12	i	2	-3
COc1ccc(/C=C2\CCCC3C2=NC(=S)NC3c2ccc(OC)cc2)cc1 (stereo not drawn)	-2	-4	-0.2	1	-2	-3	-6	i	2	1
C/C(CC(=O)Nc1ccc2c(c1)OCO2)=N\NC(=O)OC(C)(C)C	-2	-3	-0.5	-2	4	11	2	i	3	-23
CN1C(=O)/C(=C2\SC(=S)N(NC(=O)c3cccnc3)C2=O)c2ccccc21	4	1	0.0	18	-17	8	0	i	2	-3
Cc1cccc2sc(NC(=O)c3cccc(S(=O)(=O)N4CCc5ccccc54)c3)nc12	-1	1	1.1	-2	3	13	-3	i	-16	0
COc1ccc(C(=O)Nc2ccnc(-c3cccnc3)n2)cc1	3	-3	-1.2	1	18	-8	5	i	2	-6
CSCC[C@H](NC(=O)OC(C)(C)C)C(=O)NCC1CCC(C(=O)O)CC1 (stereo partly drawn)	-8	-3	-2.0	1	0	-8	1	i	9	-5
COc1ccc(CCC(=O)NNC(=S)Nc2cccc(C(C)=O)c2)cc1	-1	3	0.6	-2	-3	0	-5	i	4	22
Cc1cc(C)cc(OCC(=O)OCCN2C(=O)c3ccccc3C2=O)c1	-2	-1	1.4	-3	2	-5	-2	i	1	6

Exported with each value named: entries from further up.
> CC(=O)OC(C)(C)C1Cc2cc3ccc(=O)oc3cc2O1 (stereo not drawn)
  Scp-1 inhibitor = 22 | STEP block = -2 | LMPTP inh = -2.2 | SUMO1 PPI mod = -4 | SKN-1 inh = -5 | NadD inh = 13 | DNMT1 inh = 3 | Rpn11 block = i | MT1-MMP act inh = 3 | CendR NRP1 mod = 8
> CN1C(=O)/C(=C2\SC(=S)N(NC(=O)c3cccnc3)C2=O)c2ccccc21
  Scp-1 inhibitor = 4 | STEP block = 1 | LMPTP inh = 0.0 | SUMO1 PPI mod = 18 | SKN-1 inh = -17 | NadD inh = 8 | DNMT1 inh = 0 | Rpn11 block = i | MT1-MMP act inh = 2 | CendR NRP1 mod = -3
> Cc1cc(C)cc(OCC(=O)OCCN2C(=O)c3ccccc3C2=O)c1
  Scp-1 inhibitor = -2 | STEP block = -1 | LMPTP inh = 1.4 | SUMO1 PPI mod = -3 | SKN-1 inh = 2 | NadD inh = -5 | DNMT1 inh = -2 | Rpn11 block = i | MT1-MMP act inh = 1 | CendR NRP1 mod = 6
> CCOc1ccc(C)cc1S(=O)(=O)n1ccnc1
  Scp-1 inhibitor = -10 | STEP block = -1 | LMPTP inh = -0.5 | SUMO1 PPI mod = -1 | SKN-1 inh = 1 | NadD inh = 2 | DNMT1 inh = -1 | Rpn11 block = i | MT1-MMP act inh = 0 | CendR NRP1 mod = 10

Carrying on.
SMILES	Scp-1 inhibitor	STEP block	LMPTP inh	SUMO1 PPI mod	SKN-1 inh	NadD inh	DNMT1 inh	Rpn11 block	MT1-MMP act inh	CendR NRP1 mod
Cc1ccc(S(=O)(=O)N2CCOCC2)cc1NC(=O)COC(=O)c1cccnc1Cl	-5	0	-0.5	-1	6	1	0	i	0	4
COc1ccc(N2CCN(S(=O)(=O)CCNC(=O)C3CC3)CC2)cc1	-1	0	-1.0	-1	-2	-2	5	i	-1	-6
Cc1cccc(C)c1NC1=NC2(CCCCC2)N=C(N)N1	-5	-6	-0.5	0	-7	1	4	i	-1	6
COC(=O)CSc1nc(N)c(C#N)c(-c2ccc(O)cc2)c1C#N	-12	0	-0.5	-1	-2	-6	-1	i	-4	-14
Cc1c(C(=O)NCc2ccccc2CN2CCCC2)oc2c(F)cccc12	0	-4	2.2	-3	19	0	0	i	-1	10
CCN(CC)CCn1c2ccccc2c2cnc(N)c(C#N)c21	0	-1	-1.4	1	-2	-3	61*	i	-6	-11
CC1(C(=O)NS(=O)(=O)C2CC2)CCN(C(=O)CSc2ccccc2)C1 (stereo not drawn)	.	-1	-1.3	5	12	1	7	i	-2	-9
C/C(=N\OCC(=O)N/N=C/c1ccccc1)c1cccs1	-8	2	0.2	-4	-4	-2	3	i	-3	0
CCOC(=O)c1[nH]cnc1C(=O)Nc1cccc(Cl)c1	-11	0	-1.8	1	-2	-1	-1	i	0	13
CCCN(CCC)S(=O)(=O)c1ccc(C(=O)N2CCN(C)CC2)cc1	-5	1	-2.6	-1	-7	-7	-2	i	-2	3
COc1ccc(C(=O)NCC(=O)OCC(=O)c2ccc3c(c2)NC(=O)CO3)cc1	-9	-5	13	-2	2	-1	2	i	0	10
CCOc1ccc(C(=O)n2cc(C(=O)OC)c3ccccc32)cc1	-5	2	1.7	6	1	-5	7	i	-1	2
COC(=O)Cc1cc(=O)n(-c2ccccc2)[nH]1	19	1	1.7	0	-1	-1	-8	i	-51	6
Cc1cc(C(=O)NCc2ccco2)cs1	-2	-1	2.0	2	-2	-1	5	i	3	17
Cc1ccc2nc(SCC(=O)Nc3c(C)n(C)n(-c4ccccc4)c3=O)[nH]c2c1	4	-8	-2.2	2	-24	-1	1	i	8	0
CCN(CC)CCSc1nc(O)c(-c2ccccc2)c(=O)[nH]1	-4	-2	-1.2	1	-3	-4	-2	i	5	10
Cc1ccc(NC(=O)CSc2nc3sc(C)cc3c(=O)n2C)cc1	9	-1	0.4	0	-7	2	-3	i	5	6
O=C(/C=C/Nc1ccccc1Oc1ccccc1)c1ccco1	-3	5	5.3	-21	8	14	-2	i	-4	9
COc1ccccc1C(CC(=O)O)c1ccc2c(c1)OCO2 (stereo not drawn)	-6	-1	0.0	7	11	0	-1	i	3	2
Cc1ccc(Nc2nnc(SC(C)C(=O)NCC3CCCO3)s2)cc1 (stereo not drawn)	-2	-1	-0.5	2	13	-3	0	i	-2	0
CC1=NN(c2cccc(F)c2)C(=O)/C1=C/c1ccc(N(C)C)cc1	-10	0	1.1	0	10	-9	-6	i	4	4
